High-throughput results (PubChem)
ALOX12 inh: Primary qHTS assay for inhibitors of human arachidonate 12S-lipoxygenase (ALOX12): Round 2; AID 1671190, 2021; actives 1.1% (n = 580,000); Potency, µM (top dose mostly 108 µM), inactives show top-dose activity change, negative = inhibition, usual class: inhibitors; purified 12hLO, xylenol orange hydroperoxide absorbance; Polyunsaturated fatty acid lipoxygenase ALOX12 (Homo sapiens), P18054; further: on the % scale 0 is the no-effect control and ±100 the full control effect
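Hydroperoxide product was detected by ferrous iron/xylenol orange as the 573 to 405 nm absorbance ratio. Arachidonic acid at 40 uM (final) was turned over for 30 min at room temperature by 150 nM human 12hLO, pH 7.0 Hepes buffer, after 15 min compound preincubation.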
RGS4 inhibitor: Inhibitors of Regulator of G Protein Signaling (RGS) 4: qHTS; Transcreener GDP fluorescence polarization, RGS4-accelerated GTP hydrolysis; actives 0.039% (n = 390,000); Potency, µM (titrated, usually from 114 µM), for the others: at the top dose activity change, negative = inhibition, usual class: inhibitors; further: on the % scale 0 is the no-effect control and ±100 the full control effect; nearly all actives have a fitted effect of over 75% in size; some results filed as inactive show a strong effect at the top dose
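MLSMR compounds (23 nl, pin-transferred) preincubated 10 min at room temperature with a 500nM (2x) first reagent, then RGS4 at 900nM (2x) plus Transcreener GDP mix added; fluorescence polarization (620/688 nm) read before and after 90 min at 30 °C.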
ERG Ets-DNA blk: qHTS for Small Molecule Inhibitors of the ERG Ets/DNA interaction. Potency, µM (doses to about 76.9 µM), without a hit: at the highest dose FP activity, negative = inhibition, hits mostly inhibitors. actives 0.028% (n = 370,000). AID 624246, 2012. Transcriptional regulator ERG (Homo sapiens), P11308. fluorescence polarization, His-ERG Ets domain / labelled DNA; active means well fitted inhibition curve with a large enough effect in the polarisation, with a control signal flat; inconclusive means small, poorly fitted or top-dose-only effect, or effect the other way, or a change in a side signal; inactive means no such curve, though single readings can be large or run the other way; the % refers to the polarisation;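 further: polarization taken with two DNA probes labelled with fluorescein and Texas red; % of control where 0% means no effect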
Target sequence (P11308 whole entry, looked up, the tested form may be a part): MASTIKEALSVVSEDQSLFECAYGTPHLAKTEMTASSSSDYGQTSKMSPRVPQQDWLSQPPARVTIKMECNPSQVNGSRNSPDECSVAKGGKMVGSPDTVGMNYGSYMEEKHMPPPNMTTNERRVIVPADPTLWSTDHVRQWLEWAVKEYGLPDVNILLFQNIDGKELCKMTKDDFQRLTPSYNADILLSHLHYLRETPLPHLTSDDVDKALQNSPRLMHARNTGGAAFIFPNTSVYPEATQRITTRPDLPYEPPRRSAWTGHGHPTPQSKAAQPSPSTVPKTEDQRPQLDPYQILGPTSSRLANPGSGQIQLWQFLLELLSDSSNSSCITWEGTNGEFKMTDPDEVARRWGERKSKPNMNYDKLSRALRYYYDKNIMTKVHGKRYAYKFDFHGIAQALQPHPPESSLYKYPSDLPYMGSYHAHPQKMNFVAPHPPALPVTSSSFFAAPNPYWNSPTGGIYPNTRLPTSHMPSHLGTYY
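His-tagged ERG Ets domain (1 uM in the protein solution; 300mM KCl, 50mM Tris-HCl, 1mM EDTA, 1mM DTT, pH 7.5) received compound, then a probe mix of 5 nM fluorescein-DNA and 100nM Texas-615-DNA. Fluorescence polarization was read for both dyes.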
GLS inh: qHTS for Inhibitors of Glutaminase (GLS); actives 0.21% (n = 410,000); GLS enzymatic activity, qHTS titration; Glutaminase kidney isoform, mitochondrial (Homo sapiens), O94925; AID 624170, 2012; Potency, µM (top dose mostly 45.5 µM), without a hit: top-dose activity change, negative = inhibition, usual class: inhibitors; further: on the % scale 0 is the no-effect control and ±100 the full control effect
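Two-point fluorescence kinetic (t0, 30 min RT) for hKGA; glutamate detected via glutamate oxidase–HRP–Amplex Red. Substrate: 1 mM L-glutamine solution; buffer 45 mM KH2PO4, pH 8.2.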
HP1b chromo inh: HTS for Inhibitors of HP1-beta Chromodomain Interactions with Methylated Histone Tails. AlphaScreen HP1-beta / biotin-H3K9me3 peptide binding. Potency, µM (series often up to 114 µM), without a hit: at the highest dose activity change, negative = inhibition, actives largely listed as inhibitors. actives 0.56% (n = 390,000); further: nearly all actives have a fitted effect of over 70% in size; inactives centre near 23
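Compound inhibition of the preformed complex between 50 nM HP1-beta and 50 nM biotinylated H3K9me3 peptide was read by AlphaScreen. Buffer was PBS pH 7.4 with 0.01% Tween-20. Incubations ran 30 min at room temperature, with 10 ug/mL donor/acceptor beads.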
TrxR1 inh: qHTS Assay for Inhibitors of Mammalian Selenoprotein Thioredoxin Reductase 1 (TrxR1): qHTS; recombinant rTrxR1, NADPH fluorescence consumption, selenite substrate; Potency, µM (titrated, usually from 114 µM), inactives show top-dose activity change, negative = inhibition, hits mostly inhibitors; actives 1% (n = 390,000); further: on the % scale 0 is the no-effect control and ±100 the full control effect; nearly all actives have a fitted effect of over 65% in size
Target sequence (O89049 whole entry, looked up): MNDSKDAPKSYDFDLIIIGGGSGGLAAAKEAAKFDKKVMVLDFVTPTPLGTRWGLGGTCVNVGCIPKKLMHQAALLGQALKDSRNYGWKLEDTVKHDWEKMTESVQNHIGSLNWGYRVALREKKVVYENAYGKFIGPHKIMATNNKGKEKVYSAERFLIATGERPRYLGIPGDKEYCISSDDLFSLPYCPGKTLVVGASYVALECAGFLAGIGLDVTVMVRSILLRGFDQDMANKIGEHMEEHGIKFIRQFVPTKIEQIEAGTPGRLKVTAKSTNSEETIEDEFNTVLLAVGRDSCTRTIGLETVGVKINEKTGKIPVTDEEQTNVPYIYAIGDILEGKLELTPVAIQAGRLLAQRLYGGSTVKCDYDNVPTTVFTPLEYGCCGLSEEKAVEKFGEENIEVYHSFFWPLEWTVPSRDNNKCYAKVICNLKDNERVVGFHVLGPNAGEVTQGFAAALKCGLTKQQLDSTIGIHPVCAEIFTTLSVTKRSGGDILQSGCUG
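Rat TrxR1 (90 nM in the dispensed reagent) was pre-reduced with 400 uM NADPH for 5 min at room temperature, then incubated with compound for 15 min. After 400 uM selenite was added, NADPH fluorescence (Ex 340/Em 450 nm) was followed for 8 min.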
JMJD2A Tudor: qHTS Assay for Inhibitors of JMJD2A-Tudor Domain | AlphaScreen JMJD2A-Tudor / H3K4me3 peptide binding | actives 4.4% (n = 390,000) | Potency, µM (top dose mostly 114 µM), for inactives: at the highest dose activity change, negative = inhibition, most hits filed as inhibitors | Lysine-specific demethylase 4A (Homo sapiens), O75164; further: on the % scale 0 is the no-effect control and ±100 the full control effect; nearly all actives have a fitted effect of over 50% in size
Pin1 inh: qHTS Assay to Find Inhibitors of Pin1; Peptidyl-prolyl cis-trans isomerase NIMA-interacting 1 (Homo sapiens), Q13526; Pin1 FP peptide displacement, HiFluor488, 10 min; Potency, µM (highest dose often 115 µM), without a hit: at the top dose activity, negative = inhibition, usual class: inhibitors; actives 0.009% (n = 390,000); active means well fitted inhibition curve with a large enough effect in the polarisation, with a control signal flat, not every such curve was filed as active; inconclusive means small, poorly fitted or top-dose-only effect, or effect the other way, or a change in a side signal; inactive means no such curve, though single readings can be large or run the other way; the % refers to the polarisation; further: on the % scale 0 is the no-effect control and ±100 the full control effect
PGK inhibitor: qHTS Assay to Find Inhibitors of Phosphoglycerate Kinase. PGK/GAPDH coupled, Kinase-Glo luminescence, 60 min. actives 0.043% (n = 380,000). Potency, µM (doses to about 57.5 µM), inactives show top-dose activity change, negative = inhibition, hits mostly inhibitors. Phosphoglycerate kinase, glycosomal (Trypanosoma brucei brucei), P07378; further: on the % scale 0 is the no-effect control and ±100 the full control effect; nearly all actives have a fitted effect of over 60% in size
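Luminescent ATP detection (Kinase-Glo Plus) follows a 60-minute room-temperature incubation, with wells lacking PGK as controls. Buffer: 100 mM TEA (pH 7.6), 5 mM MgCl2, 0.01% Tween-20. Coupling enzyme GAPDH (100 nM final) supplies unstable 1,3-BPG in-well.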
Active calls of the source: *; i = inactive; ? = inconclusive; nt = no result given; & = joins results of further samples; [ ] = remark or other dose. Unless noted, the call rests on the fitted dose curve; in most records, active means well fitted curve in the direction sought with a large enough effect; inconclusive means small, poorly fitted or top-dose-only effect, or another doubt; inactive means no such curve, though single readings can be large; an effect the other way counts as inactive or inconclusive. Potency means the concentration at half of the fitted maximal effect. These rows are one share of the data; the hit share may differ from the screen's.

SMILES	ALOX12 inh	RGS4 inhibitor	ERG Ets-DNA blk	GLS inh	HP1b chromo inh	TrxR1 inh	JMJD2A Tudor	Pin1 inh	PGK inhibitor
CCN(C(=O)CSc1nc2ccccc2o1)C1CCS(=O)(=O)C1 (centres undefined)	-1%	2%	-9%	5%	40%[activator]	-7%	-1%	0%	9%
CC(C)c1ccccc1NCC(=O)N1CCN(Cc2ccccc2)CC1	0%	-2%	-1%	15%	24%	-3%	-29%	-1%	-7%
Cc1oc(C(=O)O)cc1CSc1nnc(-c2ccccc2)n1C	-6%	-21%[11.4 µM]	3%	-11%	-19%	3%[57.1 µM]	-23%[57.1 µM]	-3%	-16%
CCc1nc2c(nnn2Cc2ccc(F)cc2)c(=O)[nH]1	19%	-7%	nt	0%	27%	23%	-14%	-6%	-6%
Cc1nn(-c2ccccc2)c(C)c1NC(=O)COC(=O)CCc1ccccc1	33%	23%	3%	-6%	22%	-12%	-11%	-10%	-4%
COc1ccccc1OCCNC(=O)c1ccc(C)o1	1%	-5%	5%	-1%	18%	8%	-6%	0%	7%
COc1cc2[nH]c(=O)n(C3CCCCC3)c(=O)c2cc1OC	0%	-14%	-4%	-2%	27%	?	-22%	6%	-9%
CN(C)CCNc1oc(COc2cccc(Cl)c2)nc1C#N	169%&12%[activator]	8%	-1%	6%	45%[activator]	?	-11%	-18%	-10%
COCCNC(=S)N1CCN(c2ccc(Cl)cc2)CC1	0%	-35%	-19%	23%	26%	9%	-8%	4%	-9%
CCN(C[C@H]1N[C@@](Cc2ccccc2)(C(=O)OC)[C@H]2C(=O)N(Cc3ccccc3)C(=O)[C@@H]12)C(=O)COc1ccccc1	-13%	-19%	-15%	-2%	32%	12%	-8%	19%	0%
CCn1c(NC(=O)c2ccco2)c(-c2ccccc2Cl)c(=O)c2ccccc21	0%	-3%	-3%	-9%	11%	-2%	-15%	-9%	-3%
Cc1ccccc1NC(=O)NCCCN1CCCC1	-7%	-9%	-6%	2%	21%	1%[57.1 µM]	-19%	-3%	-8%
Cc1ccc(C(=O)N(C)CCOc2ccccc2)cc1S(=O)(=O)N1CCOCC1	2%	-19%	nt	-10%	35%[activator]	-1%	2%	-1%	-1%
O=C(NCc1ccccc1)C1CCCN(c2ncnc3c2nc2n3CCCCC2)C1 (centres undefined)	1%	28%	-4%	-2%	25%	9%	-11%	-2%	5%
CC(=O)c1ccc(NC(=O)Cn2c(=O)oc3ccccc32)cc1	nt	-36%[56.9 µM]	-4%	-4%	78%[activator]	8%	-7%	-7%	0%
CCOc1ccc(CCNC(=O)COC(=O)c2c(OC)cccc2OC)cc1OCC	16%	-19%	1%	3%	-1%	14%	-15%	3%	-10%
O=c1c2c3c(sc2n(CCN2CCOCC2)c(=O)n1Cc1ccco1)CCCCC3	-8%	13%	-4%	-1%	-20%	-27%	89µM*	?	-3%
O=C(/C=C/c1cccs1)NC1CC1	-5%	17%	1%	-4%	30%	-2%	-1%	1%	0%
Cc1nn(Cc2noc(C(=O)NCc3ccc(F)cc3)n2)c(C)c1Br	11%&-24%	-9%&25%	-13%&-1%	-19%&0%	18%&6%	16%&10%[57.1 µM]	-2%&-13%	-1%&2%	-6%&-9%
COC(=O)C1=C(C)NC2=C(C(=O)CCC2)C1c1cccc(C)n1 (centres undefined)	-8%	-1%	6%	16%	32%	15%	6%	-5%	3%
O=C(CSc1n[nH]c(=O)[nH]c1=O)Nc1ccc2c(c1)C(=O)c1ccccc1C2=O	-7%	-15%[11.4 µM]	-5%	52%[activator]	11µM*	-2%	?	nt	?
CC(=O)c1cc(-c2ccccc2)n(CC(=O)Nc2cccc(C)c2)c1C	?	3%	-1%	1%	27%	-3%	-25%[57.1 µM]	-1%	-3%
Cn1c(C(=O)N2CCC(C(=O)N3CCN(Cc4ccc5c(c4)OCO5)CC3)CC2)cc2sccc21	-7%	-34%	10%	-7%	15%	27%	-23%	6%	i
O=C1NC2(CCCCC2)N=C1c1ccc(F)cc1	-11%	-11%	7%	1%	27%	2%	-13%	-4%	-9%
CSc1ccccc1OCc1cc(C(=O)N2CCCC(C)C2)no1 (centres undefined)	-2%	2%	-12%	-1%	15%	-16%	-8%	-1%	-2%
CCCCN1C(C(=O)Nc2cc(C)on2)=C(O)c2ccccc2S1(=O)=O	?	29%	-7%	4%	5%	-4%[57.1 µM]	-13%	1%	-2%
Nc1[nH]ncc1-c1ccc(F)cc1	-1%	19%	-12%	9%	21%	12%	-7%	4%	-3%
Cc1ccc(Oc2ncc(CN3CC(C)OC(C)C3)s2)cc1 (centres undefined)	0%	-40%	-9%	3%	29%	3%	-17%	-7%	-5%
CCOc1ccc(N2CC(C(=O)NCCc3c[nH]c4ccc(OC)cc34)CC2=O)cc1 (centres undefined)	-6%	17%	-6%	-10%	3%	8%[57.1 µM]	-24%	2%	7%
Cn1ncc([N+](=O)[O-])c1C(=O)Nc1ccccc1C(=O)O	1%	19%	3%	0%	32%	22%	-35%	0%	-1%

3 of these compounds, set out differently:
mol | ALOX12 inh | RGS4 inhibitor | ERG Ets-DNA blk | GLS inh | HP1b chromo inh | TrxR1 inh | JMJD2A Tudor | Pin1 inh | PGK inhibitor
Cc1oc(C(=O)O)cc1CSc1nnc(-c2ccccc2)n1C | -6% | -21%[11.4 µM] | 3% | -11% | -19% | 3%[57.1 µM] | -23%[57.1 µM] | -3% | -16%
Cc1ccc(Oc2ncc(CN3CC(C)OC(C)C3)s2)cc1 (centres undefined) | 0% | -40% | -9% | 3% | 29% | 3% | -17% | -7% | -5%
CC(=O)c1cc(-c2ccccc2)n(CC(=O)Nc2cccc(C)c2)c1C | ? | 3% | -1% | 1% | 27% | -3% | -25%[57.1 µM] | -1% | -3%

Going on with the list:
SMILES	ALOX12 inh	RGS4 inhibitor	ERG Ets-DNA blk	GLS inh	HP1b chromo inh	TrxR1 inh	JMJD2A Tudor	Pin1 inh	PGK inhibitor
Cc1cc(C(=O)OCC(=O)NNC(=O)c2cccs2)ccc1[N+](=O)[O-]	3%	10%	-4%	11%	12%	4%[57.1 µM]	-18%	-8%	-11%
O=C(Cn1cc(C(F)(F)F)cc(Cl)c1=O)Nc1ccc(N2CCOCC2)cc1	4%	12%	-9%	-26%	31%	34%[activator][57.1 µM]	7%	4%	-3%
O=C(Nc1ccccc1C(=O)N1CCN(Cc2ccccc2)CC1)c1ccccc1	0%	5%	-8%	0%	11%	-14%	-10%	-3%	-7%
CC(C)(NC(=O)c1cc(Cl)c2ccccc2c1O)C(=O)O	-5%	-3%	9%	6%	30%	6%[2.29 µM]	-15%	-5%	-7%
C=CCOc1cccc(CNCc2ccncc2)c1	?	-2%	1%	-2%	29%	10%	-36%	0%	1%
CN1CCN(C(=S)Nc2ccc([N+](=O)[O-])cc2)CC1	?	-33%	5%	28%	19%	21%[57.1 µM]	-20%	-4%	-5%
Cc1ccnc(Nc2nc3ccccc3o2)n1	-5%	3%	-2%	-3%	27%	0%[57.1 µM]	-25%	0%	-27%
O=C(O)CCCc1nc2ccccc2s1	-10%	-15%	-8%	0%	62%[activator]	7%	2%	-5%	-1%
COC(=O)c1cccc(OCC(O)Cn2cnc3cc(C)c(C)cc32)c1 (centres undefined)	9%	29%	1%	-3%	25%	-24%	-15%	-1%	-4%
CSc1cccc(NC(=O)CN(c2cccc(C)c2)S(C)(=O)=O)c1	0%	-8%	0%	nt	16%	15%	-9%	?	-10%
O=C(NCCCN1CCOCC1)c1ccc(-c2ccc(Cl)cc2)o1	?	-19%	-9%	-1%	40%	-14%	-19%	23%	-10%
O=c1c(Br)c(N2CCCC2)cnn1-c1ccccc1	9%	-28%	-1%	-4%	33%	-12%	-17%	-4%	3%
CC(/C=C/c1ccccc1)=N\NC(=O)CSc1ccccn1	-8%	-31%	8%	-8%	32%	-2%	-9%	1%	i
C/C(=N\Nc1nccnc1Cl)c1ccc(Cl)c(Cl)c1	?	2%	2%	?	22%	-8%[57.1 µM]	?	-1%	-8%
CCOC(=O)N1CCC(NC(=O)c2cnn(-c3cccc(C)c3)c2-n2cccc2)CC1	-28%	-26%	7%	5%	15%	9%[57.1 µM]	-7%	3%	2%
Cc1ccn(CCC(=O)Nc2ccc(-c3ccno3)cc2)n1	1%	8%	-1%	-6%	6%[57 µM]	21%	-15%	6%	1%
CN=C1SC(CC(=O)Nc2cc(Cl)ccc2Cl)C(=O)N1C (centres undefined)	0%	-9%	-13%	-1%	23%	1%[57.1 µM]	-10%	-1%	-7%
Cc1nc(C(=O)NNC(=O)c2ccccc2)c(C(F)(F)F)o1	0%	-32%	-8%	1%	55%[activator]	18%[11.4 µM]	?	-1%	5%
CCCC12CN3CC(C)(CN(C1)C31CCCCC1)C2=O	2%	14%	2%	5%	1%	7%	-13%	-13%	1%
Cc1cccc(N(Cc2cc(=O)[nH]c3ccccc23)C(=O)CCl)c1	?	-28%	5%	0%	-3%	4µM*	56µM*	nt	-7%
